Compound activity deposited in PubChem BioAssay by several laboratories.
MC4R antagonist = MC4R antagonists of cAMP signaling, primary screen, cell-based, TR-FRET, antagonist arm of biased-ligand search | Melanocortin receptor 4 (Homo sapiens), P32245 | MC4R-expressing cells, MTII-stimulated cAMP, LANCE TR-FRET | inhibition, % at 6.5 µM | 360,000 tested, 0.48% active;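 active means inhibition above its plate's cutoff, the mean of tested wells on that plate plus 3 SD, cut at about 29% in these data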;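 further: 0% = Melanotan II alone and 100% = Melanotan II plus saturating MCL0020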
Target sequence (P32245 whole entry, looked up): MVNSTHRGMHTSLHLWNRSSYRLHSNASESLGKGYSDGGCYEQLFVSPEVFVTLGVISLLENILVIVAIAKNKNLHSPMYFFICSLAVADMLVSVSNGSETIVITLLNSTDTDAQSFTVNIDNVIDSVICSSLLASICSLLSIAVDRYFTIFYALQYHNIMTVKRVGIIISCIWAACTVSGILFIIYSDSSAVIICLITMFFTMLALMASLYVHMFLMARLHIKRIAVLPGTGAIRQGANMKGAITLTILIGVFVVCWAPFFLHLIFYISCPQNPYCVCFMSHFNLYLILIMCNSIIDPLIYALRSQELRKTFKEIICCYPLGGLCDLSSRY
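Material: human MC4R-expressing U2OS cells. Probe or stimulus: Melanotan II challenge. Dosing: 6.5 µM single dose. Times: 30-min compound, 1-h challenge, 1-h detection, room temperature. Technique: TR-FRET with Eu-cAMP and labeled anti-cAMP, 671 nm. Replication: singlicate.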
hiPSC survival = enhancers of single-cell hiPSC survival, primary screen, ATPlite luminescence; 100% = ROCK inhibitor wells, 0% = DMSO; survival enhancement, % at 20 µM; 360,000 tested, 0.044% active; in the data active means survival enhancement above about 18%;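 further: cells exposed to compounds for 16 hours before the ATP read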
HTR2A ag = mouse Htr2a agonists via beta-arrestin recruitment, primary screen, cell-based, luminescence | 360,000 tested, 0.66% active | activation, % at 7.6 µM | 5-hydroxytryptamine receptor 2A (Mus musculus), P35363 | CHO-K1 mHTR2A beta-arrestin complementation; percent of 30 µM serotonin response;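 active means activation above a run cutoff, the mean activation of all tested compounds plus 3 SD, cut at about 14% in these data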;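 further: 0% = plate median of compound wells and 100% = 30 µM serotonin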
Target sequence (P35363 whole entry, looked up): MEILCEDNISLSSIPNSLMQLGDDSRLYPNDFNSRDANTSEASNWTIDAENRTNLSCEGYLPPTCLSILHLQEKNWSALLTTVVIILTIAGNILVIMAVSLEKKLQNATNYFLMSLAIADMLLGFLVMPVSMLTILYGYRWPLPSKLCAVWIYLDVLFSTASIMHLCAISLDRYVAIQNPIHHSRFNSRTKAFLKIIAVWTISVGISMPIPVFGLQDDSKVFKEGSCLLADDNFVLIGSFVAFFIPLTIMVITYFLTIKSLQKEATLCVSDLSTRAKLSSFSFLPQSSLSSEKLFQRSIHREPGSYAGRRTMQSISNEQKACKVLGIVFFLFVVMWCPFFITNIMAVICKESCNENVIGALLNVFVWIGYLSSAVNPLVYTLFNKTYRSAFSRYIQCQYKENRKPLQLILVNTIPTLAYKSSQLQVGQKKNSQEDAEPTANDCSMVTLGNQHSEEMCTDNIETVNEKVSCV
Glyco luc inh = increase of ERlucT glycosylation luciferase signal, primary screen, N-linked glycosylation inhibitor project, D54 ERlucT cells, luminescence, set 2 | reporter increase, % at 12.5 µM | 360,000 tested, 0.23% active | D54 ERlucT glycosylation luciferase reporter, 24 h; percent of 100 nM tunicamycin response;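 active means mean luciferase reporter signal, scaled so untreated is 0 and the glycosylation-blocking control 100, at or above a set limit in every replicate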;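 further: luciferase carries N-glycosylation sites so blocking glycosylation raises the light; 0% = median of neutral control wells and 100% = median of 100 nM tunicamycin wells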
ABHD5 PLIN5 PPI = ABHD5-PLIN5 interaction inhibitors, primary screen, cell lysate, split luciferase complementation, luminescence. Split G. princeps luciferase complementation, 4 h. Perilipin-5 (Homo sapiens) + 1-acylglycerol-3-phosphate O-acyltransferase ABHD5 (Homo …. 360,000 tested, 0.78% active. inhibition, % at 4 µM. AID 602281, 2012;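 active means inhibition above the mean inhibition across every tested compound plus 3 SD, cut at about 22% in these data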;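 further: 0% = DMSO only wells and the 100% control is not disclosed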
MC4R ag barr = MC4R agonists recruiting beta-arrestin, primary screen, cell-based, luminescence, agonist arm of biased-ligand search | AID 540308, 2011 | U2OS MC4R beta-arrestin complementation; percent of melanotan II response, DMSO zero | Melanocortin receptor 4 (Homo sapiens), P32245 | 360,000 tested, 0.98% active | activation, % at 8.9 µM;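 active means activation above a per-plate cutoff, the mean activation of sample wells on that plate plus 3 SD, cut at about 8% in these data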
H9c2 protect = cardioprotection against H2O2-induced cell death, primary screen, uHTS, H9c2 cells, ATPLite luminescence; H9c2 cardiomyocytes, H2O2 injury protection, 2 h; protection from H2O2 cell death, % at 20 µM; 360,000 tested, 0.63% active;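 active means compounds giving at least 50% protection of heart cells from peroxide-induced death in the single-dose screen, raw or plate-pattern-corrected value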;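 further: 0% = DMSO wells with peroxide and 100% = DMSO wells without peroxide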
aDG glyco up = activators of alpha-DG glycosylation, primary screen, uHTS, Pro5-aDG cells, AlphaScreen. alpha-DG glycosylation AlphaScreen (IIH6); 0% Pro5, 100% B10-LARGE cell signal. activation, % at 10 µM. 360,000 tested, 0.22% active;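 active means activation of at least 8% versus controls, or a plate z-score of at least 8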;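 further: Pro5 are CHO cells carrying HIG-tagged alpha-DG that lacks glycosylation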
Granule exo inh = LAMP-1 surface exposure blockers, TALL-104 cells – cell-based, flow cytometry, MLPCN library, primary screen | TALL-104 LAMP-1 surface exposure; cells stimulated with thapsigargin and PMA | inhibition, % at 10 µM | 360,000 tested, 0.66% active;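 active means inhibition above about 55%, limit read from the data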
ABCB6 inh MLPCN = ABCB6 transporter inhibitors, primary screen, K562-ABCB6 cells, flow cytometry, MLPCN library. K562-ABCB6 porphyrin accumulation, 1 h; hits give low values. fluorescence ratio to DMSO, % at 10 µM. 360,000 tested, 0.19% active. AID 602162, 2011;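 active means fluorescence ratio to DMSO below 75%, the collection mean minus 3 SD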;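 further: signal is porphyrin accumulated inside mitochondria; 100% equals median channel fluorescence of DMSO control wells; lower ratio means ABCB6 inhibition with less porphyrin fluorescence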
The depositor's hits bear a star; i = inactive; . = not tested or not shown.

Structure	MC4R antagonist	hiPSC survival	HTR2A ag	Glyco luc inh	ABHD5 PLIN5 PPI	MC4R ag barr	H9c2 protect	aDG glyco up	Granule exo inh	ABCB6 inh MLPCN
N#Cc1cccc(S(=O)(=O)NCC(=O)OCC(=O)c2ccc[nH]2)c1	25	0.0	0	3	3	-0.4	9	-0.2	-3	99
CC(C)n1cc(/C=C(\C#N)S(=O)(=O)c2ccccc2)c2ccccc21	-6	-2.9	1	3	2	-0.6	-5	0.3	0	96
COc1ccc([C@H]2CC(=O)C=C(c3cc(C)ccc3OC)C2)cc1	-9	0.4	-5	9	-6	-2.0	0	0.5	13	96
Clc1cc(Br)ccc1OCCN1CCOCC1	-3	1.8	-7	-1	2	-1.5	-1	0.3	2	97
Cc1cc2cc(CNC(=O)c3cccc([N+](=O)[O-])c3)ccc2n1C	0	1.5	-2	0	8	-0.9	6	1.3	0	98
Fc1ccc(N2N=C(c3cccs3)CC2c2ccccc2)cc1 (stereo not drawn)	2	-1.4	-4	-4	-10	2.5	-7	2.2	2	219
CC1CCN(S(=O)(=O)c2ccc3ncn(CC(=O)N(C)Cc4ccccc4)c(=O)c3c2)CC1	8	-1.4	1	2	6	-1.1	-7	0.2	1	85
O=C(CSc1nc2ccc(F)cc2c(=O)n1-c1ccccc1)Nc1ccc2c(c1)CCC2	17	-0.4	-2	0	-3	-0.7	-1	0.0	4	i
COc1cc2c(OC)cccc2cc1C(=O)O	-2	-0.3	1	2	-4	1.7	-2	-0.1	-4	100
CCc1ccc(N2CC(C(=O)N/N=C/c3ccccc3)CC2=O)cc1 (stereo not drawn)	5	5.4	-5	0	-6	-0.5	7	0.3	1	103
C=CCn1c(=NC(=O)c2ccc(S(=O)(=O)N3CCCc4ccccc43)cc2)sc2cc(S(N)(=O)=O)ccc21	-1	3.3	-2	-7	-1	-4.0	-11	0.3	0	89
CC1(C(=O)Nc2cccc(Oc3ccccc3)c2)CCN1Cc1ccccc1OC(F)F (stereo not drawn)	7	3.1	-7	-6	-9	-1.9	-19	0.2	43	91
Cc1ccc(C(=O)N2CCC(C)CC2)cc1NC1=NC2CS(=O)(=O)CC2S1 (stereo not drawn)	1	-1.5	0	2	-6	-2.3	1	0.0	3	104
CSc1oc(-c2cccs2)nc1S(=O)(=O)c1ccccc1	6	-0.5	-4	-3	-5	2.4	4	0.2	-8	102
N#C/C(=N/Nc1ccc(OC(F)(F)F)cc1)C(N)=S	6	-0.5	-3	-7	4	-2.1	-20	-0.2	12	81

Entries shown so far containing a thiophene ring, fused or not:
Structure	MC4R antagonist	hiPSC survival	HTR2A ag	Glyco luc inh	ABHD5 PLIN5 PPI	MC4R ag barr	H9c2 protect	aDG glyco up	Granule exo inh	ABCB6 inh MLPCN
Fc1ccc(N2N=C(c3cccs3)CC2c2ccccc2)cc1 (stereo not drawn)	2	-1.4	-4	-4	-10	2.5	-7	2.2	2	219
CSc1oc(-c2cccs2)nc1S(=O)(=O)c1ccccc1	6	-0.5	-4	-3	-5	2.4	4	0.2	-8	102

(listing goes on)
Structure	MC4R antagonist	hiPSC survival	HTR2A ag	Glyco luc inh	ABHD5 PLIN5 PPI	MC4R ag barr	H9c2 protect	aDG glyco up	Granule exo inh	ABCB6 inh MLPCN
CCOC(=O)c1cnc(SCC(=O)NNC(=O)c2ccco2)nc1N	2	-0.1	7	-1	3	-0.8	-4	0.1	-2	97
CN(C)CCCC1(O)c2ccccc2C=Cc2ccccc21	3	-1.5	-4	-2	0	-2.5	12	0.1	4	96
CSCCC(NC(=O)c1ccoc1C)C(=O)O (stereo not drawn)	6	3.7	0	3	1	-0.8	2	-0.2	3	105
CCc1ccc(NC(=O)CSC2=C(C#N)C(c3ccco3)C3=C(CCCC3=O)N2)cc1 (stereo not drawn)	11	3.0	-1	-2	5	-0.1	-7	0.9	-2	107
CCc1ccc(-n2c(=S)sc3c(=O)n(-c4ccccc4OC)c(=S)[nH]c32)cc1	15	-0.1	0	-3	-8	2.7	-4	0.2	-3	95
COc1ccc(C(=O)C(C)Sc2nnc(C3CC3)n2C2CC2)cc1 (stereo not drawn)	8	-0.3	-4	0	-1	1.7	3	0.2	44	101
O=C(NNC1=NCCCCC1)Nc1ccc(Cl)cc1	6	-0.7	-2	0	4	-1.7	2	0.0	-4	104
CCN(CC)CCP(=O)(c1ccccc1)c1ccccc1	8	1.0	-5	0	4	-0.3	2	0.0	-2	101
COc1ccc(C(=O)CSc2nnc(-c3ccco3)o2)cc1	0	-1.1	-2	0	-6	-0.4	1	0.1	-2	154
CC(C)Nc1nc(SC(C)C(=O)Nc2ccccc2)nc(N(C)C)n1 (stereo not drawn)	-1	-0.3	-3	-4	-3	-1.7	-5	0.8	3	91
O=C(Cc1cccc(C(F)(F)F)c1)OCN1C(=O)c2ccccc2C1=O	19	0.0	-5	1	5	-1.5	-2	0.1	-20	100
CCOC(=O)c1nn(-c2ccc(F)cc2)c(=O)c(C#N)c1C	-3	-0.4	8	0	16	-0.6	3	0.2	-3	96
CCCc1cc(=O)oc2cc(O[C@@H]3O[C@H](CO)[C@@H](O)[C@H](O)[C@H]3O)ccc12	3	-0.7	2	-3	0	-0.4	15	0.0	-2	97
O=C(CNc1cccc2ccccc12)c1ccc([N+](=O)[O-])cc1	14	-2.1	0	3	-15	0.2	-13	-0.2	-2	105
CCN(Cc1ccccc1)C(c1ccc(Cl)cc1)c1nnnn1C(C)(C)C (stereo not drawn)	14	-4.6	-1	-7	1	2.2	-32	0.0	0	99

New compounds follow.
The line under a structure holds: MC4R antagonist, hiPSC survival, HTR2A ag, Glyco luc inh, ABHD5 PLIN5 PPI, MC4R ag barr, H9c2 protect, aDG glyco up, Granule exo inh, ABCB6 inh MLPCN
> N#Cc1c(/N=C/c2cc3ccccc3s2)sc2c1CCC2
 : 0, -0.9, -4, ., -2, -0.3, 0, -0.3, 1, 96
> CN(C)S(=O)(=O)c1cc(NC(=O)C2=COCCO2)ccc1Cl
 : 0, 0.2, 3, 4, 2, -1.4, 6, -0.3, -1, 95
> O=C(CSc1nnc(-c2ccccn2)o1)Nc1cccc(Cl)c1
 : 17, 0.1, 1, -1, 5, 0.6, -6, -0.1, -21, 96
> Cc1ccc(NC(=O)C(=O)NCCCN2CC(C(=O)O)CC2=O)cc1 (stereo not drawn)
 : 4, -0.3, 9, -1, 5, -1.8, -5, 0.0, -4, 90
> Cc1ccsc1/C=C/C1=Cc2c(sc(NC(=O)CSc3n[nH]c(N)n3)c2C#N)C(C)(C)C1
 : -13, 2.5, -2, 0, -8, -3.0, 8, -0.7, 101*, 102
> Cc1nc(C)c(-c2nnc(-c3cccc(S(=O)(=O)N(C)C)c3)o2)cc1C(=O)NN
 : 4, -0.8, 2, -2, 4, -1.7, -1, -0.2, 9, 97
> COc1cccc(CN2CC(C(=O)NCc3ccc(C)o3)CCC2=O)c1 (stereo not drawn)
 : 7, -0.5, 1, 3, 7, -1.4, -7, 0.8, 1, 98
> CCOC(=O)c1cc2occc2n1CCCN1C(=O)c2ccccc2C1=O
 : 1, 0.3, -5, 1, -1, -0.5, 12, 0.1, -1, 94
> COc1ccccc1/C=N/NC(=O)c1ccc(NC(=O)c2ccccc2Br)cc1
 : 0, -0.4, -1, -1, -6, -0.6, -6, 0.1, 15, 98
> C=C(C)c1cccc(C(C)(C)NC(=O)Nc2ccc(OC)cc2)c1
 : 5, 11, 17*, 1, -2, 7.0, 1, 1.1, -17, 106
> CCc1ccc(N2CC(C(=O)Nc3ccc4c(c3)OCO4)CC2=O)cc1 (stereo not drawn)
 : 3, 0.5, 9, -1, -5, -0.1, -6, -0.5, -3, 101
> CCCCC(=O)NC(N1CCCCC1)C(Cl)(Cl)Cl (stereo not drawn)
 : 1, -1.1, -4, 0, -2, -0.4, 8, -0.2, -6, 110
> O=C(CSc1nc2c(c(=O)[nH]1)CN(Cc1ccc(F)cc1)CC2)Nc1ccc(F)cc1
 : 10, 3.1, -1, -1, 6, -1.3, 5, 0.0, -5, 106
> CC(=O)c1cnn(-c2cc(Oc3ccc(F)cc3)ncn2)c1C
 : -4, 2.8, 3, 0, -7, -0.5, -1, 0.0, -1, 100

Some of these compounds in order of the ABCB6 inh MLPCN value, highest first:
Structure | MC4R antagonist | HTR2A ag | Glyco luc inh | ABHD5 PLIN5 PPI | MC4R ag barr | aDG glyco up | Granule exo inh | ABCB6 inh MLPCN
O=C(Cc1cccc(C(F)(F)F)c1)OCN1C(=O)c2ccccc2C1=O | 19 | -5 | 1 | 5 | -1.5 | 0.1 | -20 | 100
CCN(Cc1ccccc1)C(c1ccc(Cl)cc1)c1nnnn1C(C)(C)C (stereo not drawn) | 14 | -1 | -7 | 1 | 2.2 | 0.0 | 0 | 99
COc1cccc(CN2CC(C(=O)NCc3ccc(C)o3)CCC2=O)c1 (stereo not drawn) | 7 | 1 | 3 | 7 | -1.4 | 0.8 | 1 | 98
